Source: PubChem (The Scripps Research Institute Molecular Screening Center)
HTRA1 inhibitor – HTRA1 (human) protease inhibition | Q92743 | recombinant HTRA1, FP-rhodamine activity-based probe, fluorescence polarization | inhibition, % at 5.96 µM | actives 0.5% (n = 340,000); in the data active means inhibition above about 36%;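 further: 0% = enzyme with DMSO and 100% = wells lacking enzyme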
Tn7 DDE FP – disrupts Tn7 cyclic peptide binding to fibrin D-Dimer-E complex | FP displacement of FITC-Tn7 peptide from fibrin DD(E); 0% = median of compound wells per plate | inhibition, % at 8.3 µM | actives 0.13% (n = 370,000) | AID 720508;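 active means inhibition above the mean of compounds falling within the control limits plus 3 SD of them, cut at about 14% in these data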;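 further: 0% = plate median of compound wells and 100% = 10 µM Aha-Tn7 peptide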
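assay system = human clot-derived fibrin DD(E) complex | quantity = Fibrin-DD(E) at 2 µM final | timing = 10 min preincubation, 3 h with tracer, room temperature | signal = fluorescence polarization | measure = percent inhibition | benchmarks = high control wells with 10 µM unlabelled Aha-Tn7 peptide (full inhibition) | replicates = singlicate testing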
TDP2 inh – TDP2 (human) inhibition, absorbance primary screen; O95551; recombinant TDP2, T5PNP hydrolysis, p-nitrophenol absorbance 415 nm; inhibition, % at 12.8 µM; actives 0.34% (n = 370,000); AID 720702;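 active means inhibition above the mean of all tested compounds plus 3 SD, set per campaign, cut at about 25% in these data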;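 further: 0% = DMSO with enzyme and 100% = buffer with substrate but no TDP2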
Target sequence (O95551 whole entry, looked up): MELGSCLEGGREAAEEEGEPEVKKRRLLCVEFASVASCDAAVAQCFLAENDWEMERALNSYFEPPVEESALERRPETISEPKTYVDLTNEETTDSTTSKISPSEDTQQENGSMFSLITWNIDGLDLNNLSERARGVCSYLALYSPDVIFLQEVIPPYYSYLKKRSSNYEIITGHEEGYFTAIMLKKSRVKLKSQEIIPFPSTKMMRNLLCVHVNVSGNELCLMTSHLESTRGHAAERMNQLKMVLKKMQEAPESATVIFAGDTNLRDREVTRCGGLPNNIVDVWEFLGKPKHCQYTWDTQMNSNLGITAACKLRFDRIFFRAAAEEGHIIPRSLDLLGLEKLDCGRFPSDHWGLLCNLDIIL
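Test system: human TDP2 enzyme; Input: 120 nM TDP2 per well; Buffer or medium: Mg2+-containing Tris-HCl buffer, pH 7.5; Reagent: 5 mM T5PNP; Dosing: 12.8 µM single point, 1% DMSO; Incubation: reaction 2 h, 37 °C; Detection: p-Nitrophenol epi absorbance; Read-out: % inhibition relative to enzyme-containing and enzyme-free wells; Replicates: single well per compound.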
PG9 binder – small molecules binding HIV-1 gp120 antibody PG9; TR-FRET gp120-PG9 antibody binding; inhibition, % at 6.7 µM; actives 0.43% (n = 360,000); in the data active means inhibition above about 8.5%
PRMT1 FP inh – inhibitors of human PRMT1 | recombinant PRMT1, activity-based probe fluorescence polarization | Q99873 | AID 652257 | actives 1.3% (n = 370,000) | inhibition, % at 2.79 µM;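 active means inhibition above about 21% made by adding two undisclosed values, limit read from the data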
Target sequence (Q99873 whole entry, looked up): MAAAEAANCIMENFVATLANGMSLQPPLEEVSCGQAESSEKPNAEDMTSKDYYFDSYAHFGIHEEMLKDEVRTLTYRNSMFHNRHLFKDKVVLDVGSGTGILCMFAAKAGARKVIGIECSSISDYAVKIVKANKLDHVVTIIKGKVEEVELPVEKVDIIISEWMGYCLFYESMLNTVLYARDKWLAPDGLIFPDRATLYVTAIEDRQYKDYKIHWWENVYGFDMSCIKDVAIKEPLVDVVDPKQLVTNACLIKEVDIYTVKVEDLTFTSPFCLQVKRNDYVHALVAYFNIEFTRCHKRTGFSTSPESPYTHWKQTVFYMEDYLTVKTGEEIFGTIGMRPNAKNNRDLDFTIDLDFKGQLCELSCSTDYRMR
UHRF1 MBD2 ctr – blocks human UHRF1 binding to methylated DNA. UHRF1 binding to methylated oligo, TR-FRET. inhibition, % at 4.4 µM. actives 0.75% (n = 370,000); in the data active means inhibition above about 21%;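 further: UHRF1 SRA domain binding a hemimethylated CpG hairpin DNA probe; 0% = median of test compound wells and 100% = reference inhibitor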
ABHD4 inh – inhibitors of mouse ABHD4; inhibition, % at 8.92 µM; Q8VD66; actives 0.54% (n = 370,000); purified mABHD4, FP-Rh probe fluorescence polarization;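 active means inhibition exceeding the mean over every tested compound plus 3 SD, cut at about 30% in these data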;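 further: 0% = plate median of compound wells and 100% = S159A mutant with DMSO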
Target sequence (Q8VD66 whole entry, looked up): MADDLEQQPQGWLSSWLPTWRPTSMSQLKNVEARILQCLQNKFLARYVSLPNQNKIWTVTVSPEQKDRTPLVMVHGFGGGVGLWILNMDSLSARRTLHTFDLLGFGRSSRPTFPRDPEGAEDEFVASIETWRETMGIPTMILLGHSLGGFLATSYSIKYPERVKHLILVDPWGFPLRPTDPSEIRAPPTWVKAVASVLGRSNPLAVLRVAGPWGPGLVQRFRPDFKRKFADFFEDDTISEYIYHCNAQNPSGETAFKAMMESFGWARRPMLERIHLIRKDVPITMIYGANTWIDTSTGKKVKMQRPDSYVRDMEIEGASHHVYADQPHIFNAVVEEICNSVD
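Doses – 8.92 µM, single dose · Material – wild-type mouse ABHD4 protein · Replication – single well per compound (singlicate) · Measure – percent inhibition of probe binding, normalized to plate controls · Schedule – 45 min compound pre-incubation plus 60 min probe step, 25 °C · Detection – fluorescence polarization with parallel and perpendicular emission, 525/598 nm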
SIAE inh – inhibitors of human sialic acid acetylesterase SIAE. actives 0.69% (n = 370,000). inhibition, % at 9.66 µM. SIAE FP-Rh probe binding, fluorescence polarization. Q9HAT2;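 active means inhibition above a cutoff: mean of compounds within the control limits plus 3 SD of those, cut at about 17% in these data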;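 further: 0% = plate median of compound wells and 100% = probe without SIAE protein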
LEDGF integ inh – blocks HIV-1 LEDGF/p75-dependent DNA integration. TR-FRET IN-LEDGF/p75 DNA integration, Eu/Cy5. inhibition, % at 3.7 µM. actives 0.64% (n = 370,000). AID 743269;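 active means inhibition above the screen-wide mean plus 3 SD, cut at about 13% in these data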;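 further: signal is the Cy5 over europium emission ratio at 671 and 618 nm; 0% = plate median of compound wells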
TCR CD3 inh – blocks the human TCR-CD3 interaction; inhibition, % at 9.4 µM; actives 0.37% (n = 360,000); TAMRA-labeled TCR probe fluorescence, biochemical; in the data active means inhibition above about 19%;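 further: recombinant mutant TCR 2C K166C tagged with TAMRA read by polarization; 0% = receptor in buffer alone and 100% = receptor with positive control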
Starred values were filed as active, the others as inactive; . = not tested or not shown.

SMILES | HTRA1 inhibitor | Tn7 DDE FP | TDP2 inh | PG9 binder | PRMT1 FP inh | UHRF1 MBD2 ctr | ABHD4 inh | SIAE inh | LEDGF integ inh | TCR CD3 inh
Cc1cccc(N2CCN(S(=O)(=O)c3cccc4nonc34)CC2)c1C | -19 | 0 | -2 | -1.6 | -1 | -1 | 3 | 12 | 0 | 2
COc1ccc(N2CCN(C(c3cccs3)C(C)NS(C)(=O)=O)CC2)cc1 (stereo not given) | -2 | 3 | 1 | 0.1 | -1 | -2 | -2 | 5 | 1 | -3
CC(=O)Nc1ccc(-c2csc(NC(=O)C3CSC4(C)CCC(=O)N34)n2)cc1 (stereo not given) | -8 | -5 | -9 | 0.5 | 11 | 2 | -7 | -7 | -1 | -7
COc1ccc(-c2nn(-c3ccccc3)cc2C(=O)N/N=C/c2ccc([N+](=O)[O-])o2)cc1 | 0 | -4 | -3 | -2.2 | 1 | -1 | 0 | 1 | -1 | 3
CC(C)(C)S(=O)(=O)c1ccc2nc3c(n2c1)CCCC3 | -5 | -4 | -10 | -0.9 | -2 | -1 | 1 | 2 | -2 | 4
CCS(=O)(=O)CCn1c([N+](=O)[O-])cnc1C | 1 | 11 | 9 | -2.2 | 3 | -2 | 0 | 5 | -4 | -2
Cc1c(C)c2ccc(OCC(=O)N[C@@H](Cc3ccccc3)C(=O)O)cc2oc1=O | -12 | -3 | 10 | -1.1 | -3 | 1 | 5 | 6 | 4 | -1
COC(=O)c1ccc(CSc2nnnn2Cc2ccccc2)cc1 | -1 | -1 | -13 | 2.0 | 4 | 1 | -8 | 3 | 2 | 1
O=C(Nc1cc(-c2nc3ncccc3o2)ccc1Cl)c1ccco1 | -4 | -4 | -14 | -2.3 | 7 | -2 | -6 | -10 | -7 | -2
CCCCCCn1cc(C(=O)O)c(=O)c2cc(F)c(N3CCN(C(=O)OCC)CC3)cc21 | 0 | -3 | 8 | 0.7 | -3 | -5 | 4 | -4 | -1 | 3
COC(=O)Cn1ccc2cc(S(=O)(=O)N3CCCCCC3)ccc21 | 5 | -3 | 2 | -1.1 | -1 | 1 | 6 | -4 | -4 | -3
CC(C)CC(N=Cc1c(O)c2ccccc2oc1=O)C(=O)O (stereo not given) | -1 | -6 | -9 | -1.0 | 9 | 4 | -10 | -3 | 2 | -1
COC(=O)C1CN(C(=O)C(C)Oc2ccc(C)c(C)c2)c2ccccc2O1 (stereo not given) | 1 | 0 | 0 | -0.9 | -4 | -1 | -2 | -1 | 0 | 0
CCCCSCCCNC(=O)Nc1ccc(CC)cc1 | -16 | -11 | -22 | -4.6 | -2 | 3 | -14 | 1 | 1 | -10
O=C1Nc2ccccc2Cc2ccccc21 | 6 | 3 | -2 | -2.1 | 2 | 0 | 9 | -3 | -2 | -3
CCC(=O)N1CCN(c2nc3ccc(Br)cc3s2)CC1 | -3 | -4 | -3 | -2.9 | 2 | -1 | 1 | 0 | 2 | 0
CC(C)NC(=O)CSc1ccccc1C(=O)NCc1ccc2c(c1)OCO2 | 1 | 8 | -4 | 0.5 | 0 | -2 | 0 | 5 | -1 | 6
FC(F)Oc1ccc(-c2csc(=Nc3cccnc3)n2CC2CCCO2)cc1 (stereo not given) | -1 | -6 | 2 | -2.8 | 0 | -3 | -3 | 13 | -1 | 2
Clc1cccc(CN2CCc3c([nH]c4ccccc34)C2)c1Cl | -10 | 0 | 13 | -2.5 | -4 | -3 | 10 | 10 | 5 | 6
CC(C(=O)NC1CCCCC1)N(Cc1ccc(F)cc1)C(=O)c1snc(C(N)=O)c1N (stereo not given) | -4 | -3 | -13 | 0.5 | 5 | 7 | -13 | 4 | 2 | -3
O=C(Cn1nnc(-c2ccccc2)n1)Nc1cccc(S(=O)(=O)N2CCOCC2)c1 | -13 | 1 | 7 | 2.3 | 0 | 29* | 14 | -7 | 1 | 5
C[C@H](CO)N1C[C@H](C)[C@H](CN(C)S(=O)(=O)c2cccc(F)c2)OCc2ccccc2-c2c(n(C)c3ccccc23)C1=O | -41 | -8 | -4 | -1.8 | 34* | 0 | 2 | 6 | -3 | -6
CC(C)CCNC(=O)c1sc2ccc(S(=O)(=O)N3CCCCC3)cc2c1N | -24 | -13 | -27 | -1.8 | 12 | 1 | -2 | -7 | 2 | 3
Cc1nc2ccccn2c1C(=O)CSc1ccccc1Cl | -23 | -3 | -3 | -3.1 | 0 | -2 | -7 | -3 | -1 | 1
Cc1ccc(N2C(=O)CS(=O)C(c3ccccc3)C2=O)cc1C (stereo not given) | -16 | 2 | 13 | -0.7 | 90* | -4 | 3 | 0 | -2 | 6

Individual results from the entries so far:
Entry of `CC(=O)Nc1ccc(-c2csc(NC(=O)C3CSC4(C)CCC(=O)N34)n2)cc1` (stereo not given) under ABHD4 inh: -7
Entry of `CC(C(=O)NC1CCCCC1)N(Cc1ccc(F)cc1)C(=O)c1snc(C(N)=O)c1N` (stereo not given) under HTRA1 inhibitor: -4

Later entries.
SMILES | HTRA1 inhibitor | Tn7 DDE FP | TDP2 inh | PG9 binder | PRMT1 FP inh | UHRF1 MBD2 ctr | ABHD4 inh | SIAE inh | LEDGF integ inh | TCR CD3 inh
Cc1ccc(S(=O)(=O)CCSc2n[nH]c(=O)n2-c2ccc3c(c2)OCCO3)cc1 | -5 | 0 | 6 | 2.3 | 3 | 5 | 0 | 3 | 1 | -7
COCCN1C(=O)C2=C(C1=O)C1N(C)c3ccccc3[C@@]13C[C@@H](CO)N(C(C)=O)C3=N2 (stereo not given in full) | . | 5 | 9 | . | 1 | 5 | 10 | 2 | 1 | .
COC(=O)c1cnn(-c2ccc(F)cc2F)c1/C=N/NC(=S)NC(C)(C)C | -11 | -6 | -3 | 0.4 | 4 | 4 | -10 | 2 | -2 | -2
CC(=O)Nc1sc2c(c1-c1nc3ccccc3s1)CCCNC2 | . | -1 | 6 | . | 2 | -4 | 4 | 5 | 4 | .
O=C(COC(=O)CSc1ccccc1)NNC(=O)c1ccc([N+](=O)[O-])cc1 | -4 | 4 | 1 | -0.1 | -7 | -3 | 2 | -2 | 4 | 6
Cc1ccc(-n2c(SCC(=O)Nc3ccc(S(=O)(=O)Nc4nccs4)cc3)nnc2-c2ccccn2)cc1 | . | -2 | -2 | . | -1 | 3 | 2 | -6 | -3 | .
CC(C)c1cc(C(=O)N/N=C/C=C/c2ccccc2)n[nH]1 | 0 | 0 | 5 | -0.5 | -4 | -3 | 4 | -1 | -4 | 11
CC(C)n1c(SCc2ccccc2F)nc2c1c(=O)n(C)c(=O)n2C | -5 | -4 | -8 | -3.3 | -2 | -1 | -3 | -1 | 2 | 0
Cc1sc2ncnc(N(C)C3CCCCC3)c2c1C | -13 | -5 | 0 | 1.1 | 0 | 13 | 1 | 1 | 5 | 7
COc1ccc(NC(=O)Cc2c(F)cccc2Cl)c(OC)c1 | 4 | 1 | -2 | 1.6 | -2 | 1 | 9 | 0 | 1 | 9
CC1CCCC(NC(=O)COC(=O)c2cccnc2Cl)C1C (stereo not given) | 11 | 5 | -6 | -1.3 | -2 | -3 | 6 | 3 | 2 | 2
O=C(/C=C/c1cccc([N+](=O)[O-])c1)N1CCN(C(=O)c2ccco2)CC1 | -2 | -1 | 3 | 1.8 | -3 | -2 | 8 | 1 | -2 | 4
CC(=O)c1c(C)[nH]c(C(=O)C(C)Sc2nnc(NC3CC3)s2)c1C (stereo not given) | 11 | -6 | -9 | 2.4 | 2 | -3 | 5 | 6 | 0 | 2
CCc1ccccc1NC(=O)CN(c1ccc(OC)cc1OC)S(=O)(=O)c1ccccc1[N+](=O)[O-] | -15 | -7 | 3 | -3.5 | 1 | 0 | 2 | -2 | 0 | 5
CC(C)=CCOc1c2ccoc2c(OCC=C(C)C)c2oc(=O)ccc12 | -15 | -11 | 0 | 0.0 | -4 | 1 | 4 | -2 | 4 | 4
Cn1c(Cn2nnc3ccccc32)nnc1SCC(N)=O | 1 | 1 | -1 | -0.4 | 1 | 6 | -6 | 0 | 0 | -5
OCCN=C(c1ccccc1)C12CN3CN(CN(C3)C1)C2 | 7 | -2 | 7 | 0.4 | 0 | -2 | 0 | 0 | 0 | 6
COc1cccc(C2=N/C(=C\N(C)C)C(=O)O2)c1 | 0 | -4 | 12 | -2.1 | 0 | 8 | 8 | 2 | 2 | 0
CSCCC(NC(=O)c1ccoc1C)C(=O)O (stereo not given) | 3 | -6 | -13 | 0.5 | -1 | 2 | 3 | 3 | 4 | -5
O=S(CC(O)(c1ccccc1)c1ccccc1)CC(O)(c1ccccc1)c1ccccc1 | -29 | 1 | 2 | -2.1 | 6 | 5 | -6 | -1 | -2 | 0
Cn1ncc(Cl)c(Oc2ccc(C(C)(C)C)cc2)c1=O | 3 | 10 | 7 | 0.4 | 0 | 0 | 2 | 11 | 1 | 0
CCCCN1C(=S)NC[C@@H]1Cc1ccc(O)cc1 | 0 | -7 | 3 | -1.7 | -2 | -2 | 5 | 5 | 1 | 0
Cc1cccc(Cn2cnc3c(nnn3Cc3ccc(Cl)cc3)c2=O)c1 | -12 | -1 | 0 | -1.5 | -1 | 3 | -3 | 2 | 3 | -2
O=[N+]([O-])c1nccn1CC(O)CO (stereo not given) | . | 0 | 1 | -0.5 | 5 | 4 | -13 | 2 | -2 | -5
Cc1nc2ncnn2c(C)c1CCC(=O)Nc1csc(N)n1 | -7 | 8 | -13 | -0.9 | 0 | -2 | 1 | 2 | -2 | 6
Cc1ccc2c(CC(=O)O)coc2c1C | 4 | 4 | 7 | -0.4 | 0 | -2 | 1 | 7 | -4 | -2
COc1ccc(C(CC(=O)c2ccc(C)cc2)Sc2ccccc2N)cc1 (stereo not given) | -17 | -3 | 3 | 2.2 | 24* | 3 | -2 | 0 | 1 | -7
CCOC(=O)/C(C#N)=C1\Nc2ccccc2N=C1N(CC(C)C)CC(C)C | -11 | 3 | -6 | -0.6 | 0 | -2 | 1 | 8 | -2 | 6
Cc1cc(C)c2c(NC(N)=S)n[nH]c2n1 | 6 | -4 | 5 | -2.2 | 3 | 0 | 1 | 0 | -2 | 0
CCn1cc(S(=O)(=O)NCCc2ccc(OC)c(OC)c2)cn1 | 10 | -1 | 6 | -0.8 | -1 | 2 | -2 | 0 | -3 | -2

Ordered by molecular weight (descending): three of the compounds above.
SMILES | HTRA1 inhibitor | Tn7 DDE FP | TDP2 inh | PG9 binder | PRMT1 FP inh | UHRF1 MBD2 ctr | ABHD4 inh | SIAE inh | LEDGF integ inh | TCR CD3 inh
CC(=O)Nc1sc2c(c1-c1nc3ccccc3s1)CCCNC2 | . | -1 | 6 | . | 2 | -4 | 4 | 5 | 4 | .
CC1CCCC(NC(=O)COC(=O)c2cccnc2Cl)C1C (stereo not given) | 11 | 5 | -6 | -1.3 | -2 | -3 | 6 | 3 | 2 | 2
Cc1nc2ncnn2c(C)c1CCC(=O)Nc1csc(N)n1 | -7 | 8 | -13 | -0.9 | 0 | -2 | 1 | 2 | -2 | 6
